# ELG1 genotoxic – induces genotoxicity in HEK293T cells with luciferase-tagged ELG1. HEK293T ELG1-luciferase reporter, luminescence, 16 h. Potency, µM (doses to about 46 µM), without a hit: top-dose activity change, positive = activation, usual class: activators. hit rate 1.3% among 330,000. AID 504466; note: potency is the fitted concentration of half-maximal effect; % of control where 0% means no effect; nearly all actives have a fitted effect of over 60% in size
#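 ELG1-luciferase HEK293T cells, 2,000/well; compound pinned in; 16 hr, 37 °C, 5% CO2; ONE-Glo, 30 min RT; luminescence on CCD imager.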
# RORg inh – inhibitors of mouse ROR gamma transcriptional activity; P51450; Drosophila S2 Gal4-RORgamma UAS-luciferase reporter, 20 h; Potency, µM (top dose mostly 53.6 µM), inactives show at the top dose activity change, negative = inhibition, hits mostly inhibitors; hit rate 5.4% among 310,000; AID 2551; note: potency is the fitted concentration of half-maximal effect; % is set by controls: 0 for no effect and ±100 for the full control effect; nearly all actives have a fitted effect of over 60% in size
# Target sequence (P51450 whole entry, looked up, the tested form may be a part): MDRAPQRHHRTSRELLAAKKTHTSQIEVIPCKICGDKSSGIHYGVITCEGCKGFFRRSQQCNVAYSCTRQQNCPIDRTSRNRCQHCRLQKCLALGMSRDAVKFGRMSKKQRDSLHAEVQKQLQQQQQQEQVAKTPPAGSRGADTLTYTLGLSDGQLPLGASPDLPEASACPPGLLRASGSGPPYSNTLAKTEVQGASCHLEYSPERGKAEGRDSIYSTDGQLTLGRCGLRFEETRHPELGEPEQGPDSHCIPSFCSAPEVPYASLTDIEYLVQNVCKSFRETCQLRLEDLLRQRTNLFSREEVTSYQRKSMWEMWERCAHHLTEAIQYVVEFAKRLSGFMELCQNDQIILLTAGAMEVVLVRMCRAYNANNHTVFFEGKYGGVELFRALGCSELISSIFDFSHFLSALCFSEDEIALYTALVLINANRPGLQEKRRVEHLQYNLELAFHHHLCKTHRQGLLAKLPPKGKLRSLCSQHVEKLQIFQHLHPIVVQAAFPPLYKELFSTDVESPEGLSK
#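 In this cell-based reporter format, copper sulfate (700 uM final) drives Gal4–ROR gamma fusion expression from a metallothionein promoter in Drosophila Schneider cells; compounds preincubated 1 hr, reporter read after 20 hr at ambient temperature.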
# uPA surface inh – inhibitors of cell surface uPA generation; hit rate 0.31% among 330,000; cell surface uPA generation assay, qHTS; Potency, µM (highest dose often 38.3 µM), without a hit: top-dose activity change, negative = inhibition, most hits filed as inhibitors; active = well fitted inhibition curve with a large enough effect; inconclusive = small, poorly fitted or top-dose-only effect; inactive = no such curve, though single readings can be large or run the other way; tested in mouse RAW 264.7 cells; note: potency is the fitted concentration of half-maximal effect; % is set by controls: 0 for no effect and ±100 for the full control effect; nearly all actives have a fitted effect of over 55% in size
# Coupling enz – counter-screen for Giardia aldolase inhibitors: coupling enzyme system; coupling enzyme system counterscreen, AmpLite Red fluorescence; activity change, negative = inhibition, % at 58.2 µM, hits read low; hit rate 0.67% among 290,000; AID 2472; in the data active = activity change below about -30%; note: % is set by controls: 0 for no effect and ±100 for the full control effect
#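 Compounds tested against the coupling enzymes alone at 57.5 uM final; readout was AmpLite Red fluorescence (525/598 nm) after 20 min at RT.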
# FLuc modulator – inhibits or activates purified firefly luciferase, miR-21 counter-screen. AID 588342. P08659. hit rate 6.9% among 360,000. Potency, µM (highest dose often 57.5 µM), without a hit: top-dose activity change, negative = inhibition, hits mostly inhibitors. purified FLuc, Km substrates, luminescence inhibition;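 note: potency is the fitted concentration of half-maximal effect; plate controls were vehicle for no effect and reference inhibitor for full effect; nearly all actives have a fitted effect of over 55% in size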
# Target sequence (P08659 whole entry, looked up): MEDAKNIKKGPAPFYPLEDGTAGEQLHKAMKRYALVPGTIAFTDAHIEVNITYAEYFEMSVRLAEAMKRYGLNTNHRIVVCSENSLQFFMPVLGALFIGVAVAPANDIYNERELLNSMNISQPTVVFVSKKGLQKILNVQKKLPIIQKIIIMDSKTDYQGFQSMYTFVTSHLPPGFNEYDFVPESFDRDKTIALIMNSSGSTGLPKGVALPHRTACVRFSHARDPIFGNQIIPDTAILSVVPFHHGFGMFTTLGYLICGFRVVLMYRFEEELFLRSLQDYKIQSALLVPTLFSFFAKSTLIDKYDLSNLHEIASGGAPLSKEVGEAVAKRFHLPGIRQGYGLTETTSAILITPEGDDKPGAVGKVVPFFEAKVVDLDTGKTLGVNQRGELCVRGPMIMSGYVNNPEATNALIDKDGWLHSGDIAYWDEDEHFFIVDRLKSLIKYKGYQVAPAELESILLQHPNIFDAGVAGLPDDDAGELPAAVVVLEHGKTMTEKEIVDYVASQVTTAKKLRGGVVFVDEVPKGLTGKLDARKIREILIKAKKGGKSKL
#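 Biochemical qHTS of compounds, final roughly 60 µM downward over six points, against 10 nM purified firefly luciferase using Km concentrations of substrates (10 uM D-luciferin, 10 uM ATP) in Tris acetate pH 7.5 buffer; luminescence output.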
# Rab9 prom act – activates the Rab9 promoter | Huh7 Rab9 promoter-luciferase reporter, luminescence, 24 h | Potency, µM (highest dose often 9.22 µM), without a hit: at the top dose activation, negative = inhibition, hits mostly activators | hit rate 2.8% among 320,000 | AID 485297; note: potency is the fitted concentration of half-maximal effect; % of control where 0% means no effect; nearly all actives have a fitted effect of over 60% in size
#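 Luciferase signal after 10 min detection reagent at ambient indicates Rab9 promoter upregulation; stably transfected Huh7 cells were treated 24 h with compound in DMSO at 37 °C, 5% CO2.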
# Tb PFK block – T. brucei PFK enzyme inhibition; O15648; T. brucei PFK, ADP-Glo luminescence; Potency, µM (doses to about 57.5 µM), for the others: at the highest dose activity, negative = inhibition, hits mostly inhibitors; hit rate 0.17% among 330,000; AID 485367;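 note: potency is the fitted concentration of half-maximal effect; 0% = uninhibited 1x PFK enzyme wells and -100% = no-enzyme wells; nearly all actives have a fitted effect of over 60% in size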
#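 ADP-Glo luminescence quantified ADP after 45 min at room temperature, with 1.25 nM T. brucei PFK, 0.1 mM ATP and 0.5 mM fructose-6-phosphate in pH 8.0 TEA buffer. qHTS titrations up to 57 µM; curves classified by quality.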
# Giardia killer – Giardia lamblia killing; hit rate 0.15% among 340,000; Giardia lamblia trophozoite viability; AID 540267; activity change, % at 7.66 µM, hits read low; in the data active = activity change below about -80%; inconclusive = between about -30% and that limit;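 note: parasites exposed to compound for two days anaerobically before the ATP read; % is set by controls: 0 for no effect and ±100 for the full control effect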
#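 Viability, read as ATP luminescence: trophozoites at 100 cells/well, compound added, 48 hrs anaerobic at 37 deg C, then 15-30 min room-temperature development before reading.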
# VP16 counter – counter-screen for ROR gamma inhibitors: Gal4-VP16 reporter. Potency, µM (top dose mostly 53.6 µM), for inactives: top-dose activity, negative = inhibition, most hits filed as inhibitors. hit rate 3.5% among 310,000. Drosophila S2 Gal4-VP16 UAS-luciferase, luminescence, 20 h;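 note: Gal4-VP16 expression switched on by copper sulfate through the metallothionein promoter; potency is the fitted concentration of half-maximal effect; % is set by controls: 0 for no effect and ±100 for the full control effect; nearly all actives have a fitted effect of over 50% in size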
# KCNH2 3.1 inh – inhibitors of human KCNH2 3.1 potassium channel isoform | AID 720553 | U2OS KCNH2 3.1, thallium flux FluxOr; active compounds read low | activity change, % (tested at about 1.8 µM) | hit rate 0.95% among 340,000;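 active = maximum activity change below -70%; inconclusive = maximum activity change from -70% to -50%; inactive = maximum activity change above -50%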;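 note: thallium influx rate constant from kinetic fluorescence after stimulation buffer; % is set by controls: 0 for no effect and ±100 for the full control effect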
#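 We transduce U2OS cells with the mutant 3.1 virus, culture them overnight, load FluxOr with Red40 quencher for 45 min, then add stimulation buffer and read kinetically for 2 min to derive a normalized rate constant.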
# NPC1 prom act – activates the NPC1 promoter. Huh7 NPC1 promoter luciferase reporter, 24 h. Potency, µM (top dose mostly 9.22 µM), for inactives: at the highest dose activation, usual class: activators. hit rate 2.4% among 320,000. AID 485313;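 note: potency is the fitted concentration of half-maximal effect; % of control where 0% means no effect; nearly all actives have a fitted effect of over 60% in size; reporter is driven by a mutant NPC1 promoter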
#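 Readout is luciferase luminescence, reflecting NPC1 promoter activation in stably transfected Huh7 cells after 24 h compound exposure at 37 °C in reduced-serum medium with 10% FBS.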
# * marks the source's active call; other numbers are inactive results; ? = inconclusive; · = no result given; & = joins results of further samples; [ ] = another dose, or the depositor's remark. Unless noted, calls come from the whole dose curve; as a rule, active = well fitted curve in the direction sought with a large enough effect; inconclusive = small, poorly fitted or top-dose-only effect, or another doubt; inactive = no such curve, though single readings can be large; an effect the other way counts as inactive or inconclusive.
no.	Structure	ELG1 genotoxic	RORg inh	uPA surface inh	Coupling enz	FLuc modulator	Rab9 prom act
1	Cc1cc(=O)[nH]c(SCc2nc3ccc([N+](=O)[O-])cc3[nH]2)n1	-1%	-1%	5%	11	2%	-3%
2	CN(C)c1ccc(/C=C(\C#N)C(=O)Nc2nc3c(s2)CCN(Cc2ccccc2)C3)cc1	5%	-10%	1%	0	-13%	-1%
3	CCOP(=O)(c1ccccc1)C1(C#N)CC1 (centres undefined)	1%	2%	-7%	0	-1%	-6%
4	CCN(CC(=O)NC1CCS(=O)(=O)C1)c1ccc([N+](=O)[O-])cc1C#N (centres undefined)	0%	·	-10%	·	·	-4%
5	CC(C)C(=O)Nc1cccc(NC(=O)c2cccc(F)c2)c1	-5%	-10%	1%	-1	1%	5%
6	Cc1ccnc(NCc2ccccc2O)c1	6%	16%	2%	-2	-4%	-1%
7	O=C(COC(=O)[C@H](Cc1ccccc1)NC(=O)c1ccco1)NC(c1ccccc1)c1ccccc1	-1%	-11%	-1%	0	1%	-4%
8	CN(c1ccccc1)S(=O)(=O)c1cccc(NC(=O)CSc2ncn[nH]2)c1	-1%	?	-10%	2	-8%	-10%
9	COc1ccc2cc3c(nc2c1)OCC3	?	29%	-1%	0	-19%	18%
10	CC(OC(=O)c1cccc(O)c1)C(=O)N(C)Cc1ccccc1 (centres undefined)	3%	·	0%	·	0%	-3%
11	Cc1ccc(C)c(N(C(=O)c2ccco2)C(C(=O)NC2CCCC2)c2ccco2)c1 (centres undefined)	2%	1%	5%	-1	4%	1%
12	Cc1ccc(S(=O)(=O)N2CCC(C(=O)NC3CC(C)(C)NC(C)(C)C3)CC2)cc1C	2%	3%	7%	4	3%	-2%

no.	Tb PFK block	Giardia killer	VP16 counter	KCNH2 3.1 inh	NPC1 prom act
1	-1%	3	-6%	-3	-1%
2	-2%	-1	-8%	-31	-4%
3	0%	-27	-9%	7	-4%
4	-3%	-13	·	2	3%
5	1%	-19	4%	-1	1%
6	-3%	19	-16%	8	11%
7	-4%	8	14%	8	1%
8	0%	4	?	9	-9%
9	-8%	11	1%	-6	4%
10	3%	-7	·	4	1%
11	-10%	-21	-3%	-9	-2%
12	0%	-13	-6%	3	4%

# (further entries)
no.	Structure	ELG1 genotoxic	RORg inh	uPA surface inh	Coupling enz	FLuc modulator	Rab9 prom act
13	NC(=O)Cn1cnc2nc3n(c2c1=O)CCC3	5%	10%	7%	3	0%	-4%[1.84 µM]
14	O=S(=O)(c1ccc2c(c1)CCCC2)N1CCNCC1	5%	·	-2%	·	7%	2%
15	CCC(C)N1CCN(C(=O)c2cc(OC)cc(OC)c2)CC1 (centres undefined)	6%	-8%	-8%	-2	-2%	-3%
16	COC(=O)C(C(C)C)N(Cc1cc(OC)cc(OC)c1)S(=O)(=O)CCl (centres undefined)	-1%	·	8%	·	·	·
17	Brc1cccc(/C=N\n2cnnc2)c1	-4%	0%	·	0	5%	0%
18	COC(=O)Sc1nnc(-c2ccc(Br)cc2)o1	7%	18µM*	·	12	19µM*	1%
19	NNC(=O)Cn1nc(-c2ccccc2)c2ccccc2c1=O	1%	-1%	0%	0	1%	-6%
20	CCOC(=O)C1(CC2CCCCO2)CCN(Cc2cc3ccccc3[nH]2)CC1 (centres undefined)	-12%	-35%	-3%	0	3%	-2%
21	COc1ccccc1NC(=O)CSc1nnc(-c2ccncc2)n1CC1CCCO1 (centres undefined)	0%	-20%	0%	4	0%	-11%
22	Cc1ccc(N2CCN(/N=C/c3ccncc3)CC2)cc1	-4%	-3%	?	-1	-4%	-18%
23	CCOc1ccc(CNC(=O)c2ccco2)cc1	5%	29%	5%	0	-6%	-4%
24	O=C(c1ccc2c(c1)OCO2)N1CCCN(C(=O)c2ccc3c(c2)OCO3)CC1	0%	25%	-1%	5	4%	-7%

no.	Tb PFK block	Giardia killer	VP16 counter	KCNH2 3.1 inh	NPC1 prom act
13	5%	8	6%[10 µM]	2	-3%
14	0%	11	·	18	2%
15	-1%	4	7%	-4	11%
16	-1%	0	·	11	·
17	7%	-12	0%	-4	19%
18	-18%	·	7%	·	2%
19	-11%	4	-13%	-5	5%
20	18%	-10	?	-23	-7%
21	-3%	9	12%	1	0%
22	-5%	-1	14µM*	-7	-13%
23	1%	26	-5%[10 µM]	-6	-1%
24	0%	-14	2%	4	1%

# Profiles, quoted from the list. Values in the order: ELG1 genotoxic	RORg inh	uPA surface inh	Coupling enz	FLuc modulator	Rab9 prom act	Tb PFK block	Giardia killer	VP16 counter	KCNH2 3.1 inh	NPC1 prom act
# Results for Brc1cccc(/C=N\n2cnnc2)c1 → -4%	0%	·	0	5%	0%	7%	-12	0%	-4	19%
# Results for CCOc1ccc(CNC(=O)c2ccco2)cc1 → 5%	29%	5%	0	-6%	-4%	1%	26	-5%[10 µM]	-6	-1%

# Additional records follow.
no.	Structure	ELG1 genotoxic	RORg inh	uPA surface inh	Coupling enz	FLuc modulator	Rab9 prom act
25	Cc1ccc(NC(=O)CN(C)C(=O)c2ccc(NS(=O)(=O)c3ccc4[nH]c(=O)[nH]c4c3)cc2)cc1	1%	·	-5%	·	·	-2%
26	COC(=O)C1CCN(C(=O)COC(=O)c2ccc(OC)c(S(=O)(=O)N3CCCc4ccccc43)c2)CC1	5%	3%	-15%	4	?	-1%
27	COC(=O)c1ccc(C(=O)NC2CC(C)(C)Cc3c2cnn3-c2ccc(F)cc2)nc1 (centres undefined)	23%	27%	?	·	-11%	0%
28	CC(C)NC(=O)CCN1C(=O)c2ccccc2Sc2ncccc21	-3%	15%	6%	3	-1%&1%	-1%
29	O=P(OC1CCCCC1)(OC1CCCCC1)C(O)c1ccccc1 (centres undefined)	-2%	-9%	·	4	-1%	0%
30	O=C(N/N=C\c1cc(Br)cs1)C1COc2ccccc2O1 (centres undefined)	3%	10µM*	-14%	1	?	-6%
31	CC(=O)c1ccc(NC(=O)Nc2ccc3c(c2)N(C)C(=O)CS3)cc1	-13%	-3%	-9%	1	24µM*	16%
32	COc1ccccc1C(=O)N1CCN(S(=O)(=O)c2ccccc2)CC1	3%	11µM*	2%	4	4%	-7%
33	COc1ccccc1OCC(=O)N(Cc1nc(-c2ccccc2)no1)C1CCCCC1	-5%	?	-2%	1	-1%	0%
34	CCOC(=O)CNC(=O)CSc1nc(Cc2ccccc2)nc2ccccc12	0%	13%	-3%	5	-1%	5%
35	Cc1ccc(C(=O)Nc2ccc3c(c2)OCO3)o1	15µM*	-5%	-7%	1	11µM*	28%[1.84 µM]
36	CCN1C(=O)C(CC(=O)Nc2ccc(OC)cc2)N(CCc2ccccc2F)C1=S (centres undefined)	-8%	?	6%	1	1%	-1%

no.	Tb PFK block	Giardia killer	VP16 counter	KCNH2 3.1 inh	NPC1 prom act
25	-1%	-15	·	-18	5%
26	2%	-13	-3%	-4	-9%
27	0%	-7	-8%	-4	-27%
28	0%	-7	1%	-10	-1%
29	-9%	13	0%	-22	1%
30	?	1	?	-8	-17%
31	-1%	-14	11%	2	0%
32	0%	8	-1%	2	2%
33	-1%	-5	2%	-10	0%
34	-1%	-3	-6%	-2	-1%
35	-18%	-12	-18%	12	2.8µM*
36	0%	11	4%	2	-2%

# Further records follow:
no.	Structure	ELG1 genotoxic	RORg inh	uPA surface inh	Coupling enz	FLuc modulator	Rab9 prom act
37	c1ccc(-c2nc3nonc3nc2-c2ccccc2)cc1	-4%	11µM*	-12%	-37*	2%	0%
38	COc1cc(C(=O)NCC(=O)N2CCN(S(=O)(=O)c3ccccc3C(F)(F)F)CC2)cc(OC)c1OC	0%	·	?	·	·	·
39	CCNS(=O)(=O)c1ccc(CCC(=O)NCCc2ccc(OC)cc2)cc1	0%	15%	1%	3	-1%	-4%
40	O=C1/C(=C/c2ccco2)SC(=S)N1CC1CCCO1 (centres undefined)	7%	-15%	-7%	-13	17µM*	21%
41	Oc1ccccc1CNn1cnnc1	2%	-25%	5%	1	5%	1%
42	COc1ccc(CCN(C(=S)Nc2ccccc2)C2CC(=O)N(c3ccccc3)C2=O)cc1 (centres undefined)	-4%	-2%	7%	3	2%	-7%
43	O=C1CC(c2ccco2)CC(O)=C1C=NCCN1CCNCC1 (centres undefined)	-2%	-2%	-3%	2	-1%	-2%
44	C#CCOCCOCCOCCNc1nc(N2CCOCC2)nc(N2CCN(C(=O)[C@H](CC(N)=O)n3cc([C@@H](N)C(C)C)nn3)CC2)n1	3%	·	-5%	·	·	·

no.	Tb PFK block	Giardia killer	VP16 counter	KCNH2 3.1 inh	NPC1 prom act
37	0%	-9	?	0	-3%
38	-17%	2	·	16	·
39	4%	-21	18%	-1	-4%
40	?	5	10%	5	-2%
41	3%	6	4%	1	1%
42	10%	0	-2%	·	-1%
43	-4%	-5	-10%	20	-3%
44	4%	-13	·	-16	·
